Screening results: PubChem, several laboratories
PRMT1 FP inh – PRMT1 (human) inhibition, primary screen; Q99873; recombinant PRMT1, activity-based probe fluorescence polarization; inhibition, % at 2.79 µM; 370,000 compounds, 1.3% hits;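 active means inhibition above about 21% made by adding two undisclosed values, limit read from the data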
rCAG RNA binder – molecules binding r(CAG) RNA repeats; r(CAG) RNA repeat, TO-PRO-1 dye displacement fluorescence; 370,000 compounds, 1.3% hits; inhibition, % at 3 µM; AID 651821;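 active means inhibition above the plate cutoff, the mean of all test compounds on that plate plus 3 SD, cut at about 35% in these data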;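 further: 0% = DMSO alone and 100% = 100 µM mitoxantrone as full dye displacement; higher means more dye released from RNA so lower well fluorescence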
HTRA1 inh – HTRA1 (human) protease inhibition; Q92743; recombinant HTRA1, FP-rhodamine activity-based probe, fluorescence polarization; inhibition, % at 5.96 µM; 340,000 compounds, 0.5% hits; AID 504803; in the data active means inhibition above about 36%;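 further: 0% = enzyme with DMSO and 100% = wells lacking enzyme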
Target sequence (Q92743 whole entry, looked up): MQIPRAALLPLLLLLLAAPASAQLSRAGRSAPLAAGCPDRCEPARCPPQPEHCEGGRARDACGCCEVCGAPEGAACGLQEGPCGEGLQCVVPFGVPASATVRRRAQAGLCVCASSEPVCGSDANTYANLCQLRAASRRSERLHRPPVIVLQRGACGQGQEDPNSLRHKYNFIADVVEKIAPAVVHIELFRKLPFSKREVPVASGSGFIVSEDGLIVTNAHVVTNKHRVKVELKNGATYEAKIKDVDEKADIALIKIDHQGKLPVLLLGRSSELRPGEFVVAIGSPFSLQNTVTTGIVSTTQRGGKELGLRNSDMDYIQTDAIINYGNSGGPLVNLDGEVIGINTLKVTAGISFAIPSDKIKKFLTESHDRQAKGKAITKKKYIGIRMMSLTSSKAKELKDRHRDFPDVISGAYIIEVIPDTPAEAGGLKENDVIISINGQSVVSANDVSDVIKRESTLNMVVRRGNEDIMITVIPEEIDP
MBD2 DNA inh – blocks human MBD2 binding to methylated DNA; inhibition, % at 4.4 µM; TR-FRET, MBD2 binding to methylated oligonucleotide; Q9UBB5; 370,000 compounds, 0.31% hits; in the data active means inhibition above about 13%
mABHD4 FP – inhibits mouse alpha/beta hydrolase domain 4. Q8VD66. purified mABHD4, FP-Rh probe fluorescence polarization. inhibition, % at 8.92 µM. 370,000 compounds, 0.54% hits. AID 720543;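 active means inhibition exceeding the mean over every tested compound plus 3 SD, cut at about 30% in these data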;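 further: 0% = plate median of compound wells and 100% = S159A mutant with DMSO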
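Test system: mABHD4 protein | Buffer or medium: HEPES pH 7.0 buffer, 150 mM NaCl, 0.01% Pluronic F-127 | Probe or stimulus: FP-Rh fluorescent activity-based probe, added after compound pre-incubation | Timing: Pre-incubation 45 min, probe exposure 60 min, at 25 °C | Technique: Fluorescence polarization, excitation 525 nm, emission 598 nm, BODIPY TMR filters | Repeats: Single well per compound (singlicate)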
Rev-erbA mod – modulates human Rev-erb alpha binding to DNA | P20393 | Rev-erbα–FITC-DNA binding, fluorescence polarization, 90 min | 370,000 compounds, 0.79% hits | activity, % at 10 µM;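 active means activity above about 14%, limit read from the data; passing the limit was not always enough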;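 further: 0% = DMSO wells with 35 nM protein and 100% = DMSO wells with 750 nM protein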
Target sequence (P20393 whole entry, looked up): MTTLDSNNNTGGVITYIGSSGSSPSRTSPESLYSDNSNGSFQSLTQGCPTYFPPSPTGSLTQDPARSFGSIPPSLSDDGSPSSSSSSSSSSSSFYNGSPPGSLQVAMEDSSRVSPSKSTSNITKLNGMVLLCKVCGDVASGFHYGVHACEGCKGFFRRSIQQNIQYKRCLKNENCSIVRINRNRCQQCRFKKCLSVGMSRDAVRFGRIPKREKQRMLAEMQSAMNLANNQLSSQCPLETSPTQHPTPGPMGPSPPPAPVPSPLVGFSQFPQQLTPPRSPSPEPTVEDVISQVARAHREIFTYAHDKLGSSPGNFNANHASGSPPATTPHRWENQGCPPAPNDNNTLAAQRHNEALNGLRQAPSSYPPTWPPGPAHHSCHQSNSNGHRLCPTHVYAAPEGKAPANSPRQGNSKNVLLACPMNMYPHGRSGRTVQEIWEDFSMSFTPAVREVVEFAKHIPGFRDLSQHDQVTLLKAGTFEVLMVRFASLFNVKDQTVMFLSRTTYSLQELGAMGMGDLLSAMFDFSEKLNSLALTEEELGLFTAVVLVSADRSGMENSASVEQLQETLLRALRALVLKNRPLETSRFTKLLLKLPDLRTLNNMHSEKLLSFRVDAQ
LEDGF integ inh – blocks HIV-1 LEDGF/p75-dependent DNA integration | 370,000 compounds, 0.64% hits | TR-FRET IN-LEDGF/p75 DNA integration, Eu/Cy5 | inhibition, % at 3.7 µM | AID 743269;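 active means inhibition above the screen-wide mean plus 3 SD, cut at about 13% in these data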;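 further: signal is the Cy5 over europium emission ratio at 671 and 618 nm; 0% = plate median of compound wells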
PG9 Ab binder – binds the HIV-1 gp120 antibody PG9; TR-FRET gp120-PG9 antibody binding; inhibition, % at 6.7 µM; 360,000 compounds, 0.43% hits; in the data active means inhibition above about 8.5%
UHRF1 binding – human UHRF1 methylated DNA binding inhibitors | Q96T88 | 370,000 compounds, 0.75% hits | UHRF1 binding to methylated oligo, TR-FRET | inhibition, % at 4.4 µM; in the data active means inhibition above about 21%;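 further: UHRF1 SRA domain binding a hemimethylated CpG hairpin DNA probe; 0% = median of test compound wells and 100% = reference inhibitor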
TCR CD3 inh – human TCR-CD3 binding inhibition | AID 651800 | 360,000 compounds, 0.37% hits | inhibition, % at 9.4 µM | TAMRA-labeled TCR probe fluorescence, biochemical; in the data active means inhibition above about 19%;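 further: recombinant mutant TCR 2C K166C tagged with TAMRA read by polarization; 0% = receptor in buffer alone and 100% = receptor with positive control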
The depositor's hits bear a star; x = no result given. This is a subset, so the mix of outcomes need not match the whole.

SMILES	PRMT1 FP inh	rCAG RNA binder	HTRA1 inh	MBD2 DNA inh	mABHD4 FP	Rev-erbA mod	LEDGF integ inh	PG9 Ab binder	UHRF1 binding	TCR CD3 inh
Cc1cc(C)c2nc(N)sc2c1	-1	3	6	-1	0	8	4	0.4	-3	-1
CCOC(=O)c1c(S(=O)(=O)Nc2ccc(CN3CCC(C)CC3)cc2)c(C)n(C)c1C	-3	-6	2	4	-2	-3	-3	-1.4	3	-4
COc1ccc([N+](=O)[O-])cc1N1C(=O)c2cccc3cccc(c23)C1=O	0	1	1	3	1	0	3	-1.3	1	-3
Cc1nc(-c2ccc(C#N)cc2)cs1	6	-5	11	7	-10	-1	1	0.5	2	2
CSc1ccc(CNC(=O)C(C)n2nc(C)c3c(C)n(-c4ccccc4)nc3c2=O)cc1 (stereo unspecified)	1	-3	-7	-3	-2	3	2	-0.3	-4	2
Cc1ccc(-n2nnnc2SCC(=O)NC(C(=O)O)(c2ccccc2)c2ccccc2)cc1C	0	38*	-1	-5	-2	0	1	0.1	-2	7
Cc1ccc(/C=N/NC(=O)c2sccc2OCc2ccc(F)cc2)cc1	2	3	-61	3	-11	9	-2	-1.4	0	-5
Cc1ccc(Cl)cc1NC(=O)C(Cc1ccccc1)N1C(=O)C2C3CCC(C3)C2C1=O (stereo unspecified)	1	-4	-22	7	-9	-5	-3	0.9	0	3
CC1CCc2c(sc(NC(=O)c3ccco3)c2C(=O)O)C1 (stereo unspecified)	-1	16	-4	-3	13	4	-1	-0.3	3	-9
CCOC(=O)c1c(C)[nH]c(C(=O)N2CCN(c3ccc(OC)cc3)CC2)c1C	3	-5	-3	4	-5	-12	-7	1.9	1	-4
O=C(/C=C/c1cccc([N+](=O)[O-])c1)NCCSCc1ccccc1Cl	-4	5	-25	-7	-17	3	5	-1.6	-3	4
CC(C)(C)c1ccc(NC(=O)c2c(F)cccc2Cl)cc1	-3	0	-10	-2	-4	2	0	-0.9	-1	7
OCCC1CN(Cc2ccc(-c3ccco3)cc2)CCN1Cc1ccsc1 (stereo unspecified)	6	-3	-2	-6	3	5	1	-1.6	2	4
O=C(COc1ccc(Br)cc1)NC(=S)Nc1ccccc1N1CCOCC1	3	-2	-6	3	-2	-2	-5	-0.7	0	-2
O=C1Nc2ccccc2/C1=C/c1ccnc2ccccc12	-2	-2	-7	1	1	2	1	-1.0	-2	3
Nc1nccnc1C(=O)OCC(=O)NCCc1ccc(S(N)(=O)=O)cc1	7	14	1	-3	-5	0	5	-1.8	1	-3
Cc1ccc(NC(=O)CN(C)C(=O)Cn2ccsc2=N)cc1	-1	1	-2	2	0	-5	2	0.6	0	11
N#CC1=C(SCC(=O)Nc2ccccc2)NC(=O)CC1c1ccco1 (stereo unspecified)	7	9	5	1	3	-1	0	2.1	0	6
CC(=O)c1cccc(NC(=O)COC(=O)C2CCCN2C(=O)c2cccs2)c1 (stereo unspecified)	3	5	2	2	-1	-2	-4	0.9	-1	0
COc1cc2c(cc1OC)/C(=C/c1ccc(Cl)cc1)C(=O)OC2	5	3	-8	3	-7	-3	0	-0.6	4	-1
CCN(CC)c1ccc(NC(=O)c2cc(OC)cc(OC)c2)c(C)c1	1	-1	4	-9	1	-5	1	-6.9	-5	1
COc1cc(CNc2cccc3c2S(=O)(=O)N([C@H](C)c2ccccc2)C[C@@H](COCc2ccccc2)O3)cc(OC)c1OC	0	8	x	-3	-8	-4	0	2.1	-3	1
COc1ccc(C(=O)Nc2n[nH]c(-c3ccncc3)n2)cc1	3	0	-1	9	-11	1	2	0.4	4	-9
CCCCCCn1c(C(C)O)nc2ccccc21 (stereo unspecified)	-1	-2	2	2	1	-6	0	-1.5	1	-3
Cc1[nH][nH]c(=O)c1C(c1ccc(-c2ccc(F)cc2)o1)c1c(C)[nH][nH]c1=O	22*	14	1	-6	5	2	25*	-3.8	13	-4
CCOc1cc(N2CCOCC2)c(OCC)cc1NC(=O)CSc1ncccc1C(=O)O	1	11	7	-8	18	0	29*	-4.7	2	-3
COc1ccc(C(=O)NCc2nnc(SCC(=O)Nc3cccc(F)c3)o2)cc1	3	1	0	2	-3	4	0	2.1	6	-7
CCOc1ccc(-c2nnc(NC(=O)COc3ccccc3F)o2)cc1	1	6	2	5	2	8	6	-1.1	0	-3
CC1CCCCN1C(=O)c1ccc(Br)o1 (stereo unspecified)	-1	-3	8	0	1	-10	-3	-2.5	0	4
CC(C)CC(NC(=O)C(CC(C)C)NC(=O)OC(C)(C)C)C(=O)O (stereo unspecified)	3	-5	-4	4	-4	0	-5	-3.1	1	-4
C=CCn1c(SCC(=O)N2CCc3ccccc3C2)nc2sc(C)cc2c1=O	-3	0	-4	-2	0	-4	-1	-0.2	1	8
Cc1ccc(N2CC(C(=O)NNC(=O)c3ccc(F)cc3)CC2=O)cc1 (stereo unspecified)	0	4	8	-4	-3	0	-1	1.4	-2	-1
O=S(=O)(N/N=C\c1ccc(-c2ccccc2Cl)o1)c1ccccc1	10	32	-7	2	5	2	-3	-1.6	-2	-4
Cc1ccc2[nH]c(=O)c(CN(CC3CCCO3)C(=S)Nc3ccccc3)cc2c1 (stereo unspecified)	-5	-1	-5	-5	-1	2	1	-2.0	-7	4
COc1ccccc1N(C)S(=O)(=O)c1ccc(C(=O)OCC(=O)N2CCC2)cc1	0	-7	4	1	2	3	-1	-1.2	0	2
CCN(CC)c1ccc(C(=O)N2CCN(Cc3ccccc3)CC2)cc1	-1	-10	0	-1	-3	-1	4	0.9	6	-6
COC(=O)C[N+](C)(C)CC#Cc1ccccc1	-1	4	4	2	5	0	-3	-1.1	1	1
CN(C)Cc1c(C(=O)N/N=C/c2ccoc2)nnn1-c1nonc1N	-3	3	-2	0	3	0	6	-0.1	3	9
COC(=O)C(=Nc1ccccc1)/C(C(=O)C(=O)N(C)c1ccccc1)=C(\O)c1ccc(Cl)cc1	2	26	0	-5	18	1	-3	-0.7	-2	0
COc1cc(/C=C/C(=O)OCC(=O)c2ccc3c(c2)NC(=O)CO3)ccc1OC(F)F	-2	5	2	-5	-7	-4	3	-1.2	-1	6
CCC1CCCCN1Cc1ccc(CNS(=O)(=O)c2ccc3c(c2)oc(=O)n3C)o1 (stereo unspecified)	1	9	2	-1	-3	-3	-1	-2.4	1	-1
Cc1cccc(Nc2c3c(nc4ccccc24)CCC3)c1	1	3	x	-1	7	2	-1	0.1	4	-2
CCOC(=O)C1CCN(C(=O)COC(=O)CNC(=O)c2sc3ccccc3c2Cl)CC1	6	1	3	7	7	8	-2	10*	4	-2
COc1ccc(/C=C/C(=O)Oc2ccc(C)c(C)c2)cc1OC	-4	-1	-24	-4	-8	-4	-3	-2.4	-3	2
COCCCN1C(=O)C(=O)/C(=C(/O)c2ccc(OC)cc2)C1c1ccc(O)c(OC)c1 (stereo unspecified)	1	2	6	-3	1	-1	2	1.1	-5	-7
COC(=O)c1cccc(Cn2ccc3ccc(-c4ccc5ccn(C(=O)c6ccccc6C)c5c4)cc32)c1	2	10	x	-4	2	40*	1	x	-1	x
O=C1C=C(c2cc3ccccc3s2)C[C@@H](c2ccc(Cl)cc2)C1	2	4	2	-3	5	1	0	-2.4	0	1
CCOc1cc(OCC)cc(C(=O)N2CCC[C@H]2C(=O)N2CCC[C@H]2C(=O)N[C@H](C)c2ccccc2)c1	1	-3	x	4	4	-1	-1	-3.8	0	-7
O=C(CCSc1nc(-c2ccco2)cc(C(F)(F)F)n1)NCc1cccs1	7	7	-14	3	-10	-4	0	0.7	4	-5
CCSc1nc(O)c(CC)c(=O)n1C(C)CC (stereo unspecified)	-1	-1	4	1	1	4	-2	-1.9	4	2
COc1ccc(Cl)cc1-c1cc(C(=O)Nc2ccc(Br)cc2)[nH]n1	0	11	x	1	-46	0	1	0.9	0	0
Cc1c(C(=O)N(CCO)Cc2ccccc2)oc2c(F)cccc12	-6	-6	-3	0	-8	3	4	-1.5	3	-2
Cc1cc(C)nc(NC(=O)CSc2nc3cc(Cl)ccc3s2)n1	4	-1	0	4	3	2	-5	-1.5	1	1
O=C(OCC#CCSc1nnc(-c2ccc(Br)cc2)o1)c1cccs1	-2	0	-8	-1	-9	5	-1	0.4	-1	-5
O=C(CSc1nc(=O)n2cc(Cl)ccc2n1)NCCc1ccccc1	3	9	5	-5	-1	1	2	-0.3	-1	1
COc1ccc(CCn2c(=O)c3cccnc3n(Cc3cccc([N+](=O)[O-])c3)c2=O)cc1OC	0	1	2	-1	1	-1	-1	-1.2	5	-6
COc1cc(C=O)ccc1OCCSc1ccc(C)cc1	1	-3	-29	2	-13	5	0	1.2	3	-6
N#Cc1cccc(C(=O)Nc2ccccc2C(=O)NC2CC2)c1	0	-1	-5	-2	4	1	4	0.6	-1	8
Cc1ccc(OCCN2CCOCC2)cc1C	-4	-2	1	-3	-3	1	-2	-1.4	-2	2
C=CCOc1cccn2c(N(C)C(=O)c3ccc(OC)cc3)c(CC)nc12	5	3	x	2	14	-6	0	-0.6	-3	0
Next section
SMILES	PRMT1 FP inh	rCAG RNA binder	HTRA1 inh	MBD2 DNA inh	mABHD4 FP	Rev-erbA mod	LEDGF integ inh	PG9 Ab binder	UHRF1 binding	TCR CD3 inh
O=C(NCc1ccco1)c1nc2c(nnn2Cc2ccccc2Cl)c(=O)[nH]1	2	8	-8	-2	-1	-2	2	2.6	3	-5
O=C(CCN=C1NS(=O)(=O)c2ccccc21)OCc1cccc(Cl)c1	0	4	-10	-2	-2	-6	-2	-0.2	0	-1
Cc1cc(C2(c3ccc(O)c(C)c3)OC(=O)c3ccccc32)ccc1O	1	11	-56	-2	-23	5	4	0.8	1	3
CCOC(=O)c1ccc2nc(NC(C)=O)sc2c1	-1	-1	2	2	3	3	4	0.7	2	3
CN(Cc1ccccc1)C(=O)c1[nH]cnc1C(=O)Nc1cccc(Cl)c1	1	2	-18	-2	-7	-1	0	-2.3	1	-6
CCOC(=O)/C(C#N)=C/c1cccn1-c1ccc(Cl)cc1	-2	1	x	3	-6	7	1	-0.6	2	0
NC(=O)CC(NC(=O)Cc1cccc2ccccc12)c1ccc(N2CCCCCCC2)c([N+](=O)[O-])c1 (stereo unspecified)	5	18	-10	-1	15	3	1	-1.9	3	0
CCOC(=O)C1CSCCS(=O)(=O)N1Cc1ccc(Br)cc1 (stereo unspecified)	3	0	x	2	9	-1	-1	-0.8	1	-3
Cc1cc(=O)[nH]c(SCc2cccc3cccnc23)n1	5	0	-2	6	-2	6	8	0.4	2	-5

A draw from above in order of number of heavy atoms, rising:
SMILES	PRMT1 FP inh	rCAG RNA binder	HTRA1 inh	MBD2 DNA inh	mABHD4 FP	Rev-erbA mod	LEDGF integ inh	PG9 Ab binder	UHRF1 binding	TCR CD3 inh
Cc1cc(=O)[nH]c(SCc2cccc3cccnc23)n1	5	0	-2	6	-2	6	8	0.4	2	-5
CCOC(=O)C1CSCCS(=O)(=O)N1Cc1ccc(Br)cc1 (stereo unspecified)	3	0	x	2	9	-1	-1	-0.8	1	-3
O=C(CCN=C1NS(=O)(=O)c2ccccc21)OCc1cccc(Cl)c1	0	4	-10	-2	-2	-6	-2	-0.2	0	-1
Cc1cc(C2(c3ccc(O)c(C)c3)OC(=O)c3ccccc32)ccc1O	1	11	-56	-2	-23	5	4	0.8	1	3
NC(=O)CC(NC(=O)Cc1cccc2ccccc12)c1ccc(N2CCCCCCC2)c([N+](=O)[O-])c1 (stereo unspecified)	5	18	-10	-1	15	3	1	-1.9	3	0
